VHR inh color = inhibitors of human VHR1 phosphatase (DUSP3); recombinant VHR phosphatase, colorimetric substrate read-out; P51452; actives 0.7% (n = 50,000); AID 1992; inhibition, % at 20 µM; in the data active means inhibition above about 60%; further: some results filed as inactive read as strong as hits
Target sequence (P51452 whole entry, looked up): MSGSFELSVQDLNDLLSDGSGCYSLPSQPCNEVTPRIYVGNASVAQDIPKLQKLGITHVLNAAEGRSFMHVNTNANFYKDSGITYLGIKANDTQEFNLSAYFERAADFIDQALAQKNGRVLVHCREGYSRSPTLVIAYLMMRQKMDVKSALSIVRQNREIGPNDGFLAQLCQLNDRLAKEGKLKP
Active calls of the source: *.

no.	SMILES	VHR inh color
1	CC1(C)CC(=O)C(=Cc2cn(-c3ccccc3)nc2-c2cccc([N+](=O)[O-])c2)C(=O)C1	-0.6
2	Cc1ccc(S(=O)(=O)/N=C2/NC(=O)/C(=C/c3cc([N+](=O)[O-])ccc3Cl)S2)cc1	-8.0
3	Cc1sc2nc(SCC(=O)N3CCCCC3)[nH]c(=O)c2c1C	-1.9
4	Cc1cccc(-n2ncc3c(N4CCCC4)ncnc32)c1	12.6
5	CCc1ccc(NCCC(=O)c2ccc([N+](=O)[O-])cc2)cc1	-3.2
6	COC(=O)c1sccc1NS(=O)(=O)c1ccc(Cl)cc1	-29.5
7	C[n+]1cn(Cc2ccccc2)c2c(=O)[nH]c(N)nc21	-2.8
8	O=C(Cc1ccccc1)Oc1cccc2c(OC(=O)Cc3ccccc3)cccc12	5.2
9	COc1ccc(S(=O)(=O)N(CC(=O)NCc2ccc(Cl)cc2)c2cc(C)cc(C)c2)cc1OC	-12.0
10	Oc1ccccc1C=Nc1cc2c(cc1Br)OCCO2	107.7
11	Cc1c(C(=O)Nc2ccc(I)cc2Cl)oc2ccc(Cl)cc12	1.1
12	COC(=O)c1ccc2c(c1)C1C=CCC1C(c1ccc([N+](=O)[O-])cc1)N2 (stereo not drawn)	11.5

New compounds follow.
no.	SMILES	VHR inh color
13	COc1ccc(N=C2NC(=O)CS2)cc1	-12.8
14	O=C1CC(Cc2ccccc2)C(=O)N1CCc1ccc2c(c1)OCO2 (stereo not drawn)	14.5
15	CC(C)c1ccc(NS(=O)(=O)c2cc(Cl)ccc2Cl)cc1	-6.7
16	COc1cccc(OCCCn2ccnc2)c1	2.6
17	CCOC(=O)c1c(NC(=O)c2ccc(Cl)c(Cl)c2)sc(C(=O)Nc2ccccc2OC)c1C	-8.3
18	CCOC(=O)C(=O)Nc1ccc(OC)c(Cl)c1	8.0
19	C=CCc1cccc2cc(C(=O)N3CCN(C/C=C/c4ccccc4)CC3)c(=O)oc12	16.0
20	CCOC(=O)C1=C(C)N=c2s/c(=C\c3ccco3)c(=O)n2C1/C=C/c1ccccc1 (stereo not drawn)	2.5
21	O=C(Cc1ccccc1)NC(=S)N1CCCc2ccccc21	3.6
22	Cc1ccc(/C(N)=N/OC(=O)COc2ccc3ccccc3c2)cc1	-6.9
23	O=C(Nc1cc([N+](=O)[O-])ccc1C(=O)N1CCC(Cc2ccccc2)CC1)c1ccccc1	-4.9
24	Cc1ccc(/C=N\NC(=O)C(O)(c2ccccc2)c2ccccc2)o1	-3.5

More records.
no.	SMILES	VHR inh color
25	COC(=O)C1=C(C)N(C)C(=O)/C1=C\c1ccc(C(=O)OC)cc1	-19.6
26	CCOC(=O)c1c(NC(=O)c2c(-c3ccccc3Cl)noc2C)sc2c1CCCC2	8.2
27	COc1ccc(C(NC(=O)CC(C)C)NC(=O)CC(C)C)cc1	2.6
28	Cc1ccc(S(=O)(=O)CCSc2cccc(C(=O)O)c2)cc1	6.4
29	COC(=O)COc1ccc(C=C2C(=O)NC(=O)NC2=O)cc1OC	7.3
30	Cc1ccc(-c2csc(NC(=O)c3ccc(Cl)cc3[N+](=O)[O-])n2)c(C)c1	-0.4
31	O=C(O)/C=C/C(=O)Nc1ccc(Oc2cccc(Oc3ccc(NC(=O)/C=C/C(=O)O)cc3)c2)cc1	-34.4
32	COc1cccc(OC)c1C(=O)Nc1ccccc1C(F)(F)F	-26.6
33	O=C(N/N=C/c1ccccc1F)C(=O)N1CCCC1	-28.8
34	Cc1ccc(C(=O)Nc2cc(Cl)cc(Cl)c2)o1	-9.3
35	COc1ccc2nc(SCC(=O)Nc3ccc4c(c3)C(=O)c3ccccc3C4=O)[nH]c2c1	-8.6
36	c1ccc(CNc2nc(-c3ccccc3)cc(-c3ccccc3)n2)cc1	-5.9

The list goes on, overlapping the part above by six compounds.
no.	SMILES	VHR inh color
31	O=C(O)/C=C/C(=O)Nc1ccc(Oc2cccc(Oc3ccc(NC(=O)/C=C/C(=O)O)cc3)c2)cc1	-34.4
32	COc1cccc(OC)c1C(=O)Nc1ccccc1C(F)(F)F	-26.6
33	O=C(N/N=C/c1ccccc1F)C(=O)N1CCCC1	-28.8
34	Cc1ccc(C(=O)Nc2cc(Cl)cc(Cl)c2)o1	-9.3
35	COc1ccc2nc(SCC(=O)Nc3ccc4c(c3)C(=O)c3ccccc3C4=O)[nH]c2c1	-8.6
36	c1ccc(CNc2nc(-c3ccccc3)cc(-c3ccccc3)n2)cc1	-5.9
37	C(=N\c1nc2ccccc2n1Cc1ccccc1)/c1cccs1	-20.5
38	Fc1ccc(NC(=S)Nc2ccccc2Cl)cc1	0.3
39	COc1ccc2c(c1)c(/C=C/c1nc3ccccc3c(=O)n1-c1cccc(C)c1)c(C)n2C	-98.3
40	CCCCNC(=O)C(=O)NCCCOC	-6.1
41	CCOC(=O)c1ccc(N2NC(=O)/C(=C/c3ccc(O)c(OCC)c3)C2=O)cc1	16.3
42	CC(NC(=O)C(C)N1C(=O)c2ccccc2C1=O)c1ccccc1 (stereo not drawn)	-5.9
43	CC(=O)N1c2ccccc2-c2c(ssc2=S)C1(C)C	10.5
44	CC(C)CN1C(=O)c2ccc(Oc3ccc([N+](=O)[O-])cc3)cc2C1=O	-11.2
45	CCOc1ccccc1C1C(C(=O)OCc2ccc(OC)cc2)=C(C)NC2=C1C(=O)CC(C)(C)C2 (stereo not drawn)	-0.7
46	COc1cc2ccccc2cc1C(=O)Nc1cccc(-c2cc3ccccc3oc2=O)c1	-31.9
47	O=C(Oc1ccc(Cl)cc1)c1ccccc1	-3.3
48	Cc1ccc(/C=N\Nc2nc(N3CCCCC3)nc(N3CCCCC3)n2)o1	-4.0

Two compounds picked at random from those above:
no.	SMILES	VHR inh color
40	CCCCNC(=O)C(=O)NCCCOC	-6.1
44	CC(C)CN1C(=O)c2ccc(Oc3ccc([N+](=O)[O-])cc3)cc2C1=O	-11.2

Next section.
no.	SMILES	VHR inh color
49	CC(C)c1cc(C(C)C)c(S(=O)(=O)Nc2ccc(S(N)(=O)=O)cc2)c(C(C)C)c1	11.1
50	CCOc1ccc(C(=O)Nc2cc(=O)n(C)c(=O)n2C)cc1	15.8
51	Cc1ccc(NS(=O)(=O)c2cc(Cl)ccc2Cl)c(Br)c1	-8.2
52	COc1ccc(C(c2c(C)[nH]c3ccccc23)c2c(C)[nH]c3ccccc23)cc1OC	0.2
53	CCOc1ccc(C(=O)Nc2ccc(C(C)C)cc2)cc1	-4.6
54	Cc1ccc(S(=O)(=O)N2CCCc3ccccc32)cc1C	-2.4
55	NC(=O)NC(c1ccccc1)c1ccccc1Cl (stereo not drawn)	-17.3
56	Cc1sc2nc(SCCCC(=O)NCCO)[nH]c(=O)c2c1C	-22.9
57	CN1CCN(C(=S)SCCN2CCCC2=O)CC1	-17.3
58	O=C(/C=C/c1ccccc1)NCc1ccc2c(c1)OCO2	-9.8
59	C(=N\Nc1nnc(-c2ccccc2)c(-c2ccccc2)n1)/c1cccnc1	-4.9
60	COc1cc(C2/C(=C(\O)c3ccc(Cl)cc3)C(=O)C(=O)N2c2cccnc2)ccc1O (stereo not drawn)	12.0

Next section
no.	SMILES	VHR inh color
61	CC1=C(C(=O)OCCCc2ccccc2)C(c2ccc(Cl)c(Cl)c2)CC(=O)N1 (stereo not drawn)	99.6*
62	OCn1c2ccc(Cl)cc2c2cc(Cl)ccc21	-22.3
63	C=CCOC(=O)C1=C(C)NC(C)=C(C(=O)OCC=C)C1c1ccc(O)c(OCC)c1	-12.6
64	O=C(Nc1ccc(O)c(-c2nc3ccccc3s2)c1)c1ccc2c(c1)OCCO2	-3.8
65	COC1=CC(CC(=O)c2ccc(OC)cc2)C(C(=O)c2ccccc2Cl)C=C1OC (stereo not drawn)	9.4
66	COC(=O)c1c(-c2ccc(Cl)cc2)csc1N	81.2
67	Nc1ccc(C2=Nc3cccc4cccc(c34)N2)cc1	84.6*
68	O=C(/C=C/c1ccccc1)Nc1ccc(Cl)c([N+](=O)[O-])c1	-33.2
69	CC(=O)/C=C(\C)Nc1ncn(-c2ccc(C)cc2)c1C(=O)c1ccccc1	97.3
70	COc1cc(C(=O)N(CCO)CCO)ccc1OC1OC(COC(C)=O)C(OC(C)=O)C(OC(C)=O)C1OC(C)=O (stereo not drawn)	-3.4
71	O=C(NCc1ccccc1)c1cc2nc(-c3cccs3)cc(C(F)(F)F)n2n1	-4.1
72	CC(C)c1ccc(CNc2cc(N3CCN(S(=O)(=O)c4ccccc4)CC3)ccc2[N+](=O)[O-])cc1	-10.5

The last 2 entries of the section before lead into the next.
no.	SMILES	VHR inh color
71	O=C(NCc1ccccc1)c1cc2nc(-c3cccs3)cc(C(F)(F)F)n2n1	-4.1
72	CC(C)c1ccc(CNc2cc(N3CCN(S(=O)(=O)c4ccccc4)CC3)ccc2[N+](=O)[O-])cc1	-10.5
73	CCCCOc1cccc(C(=O)Nc2ccc(NC(=O)c3ccco3)c(OC)c2)c1	0.3
74	O=C1CS/C(=N/N=C/c2c3ccccc3cc3ccccc23)N1	-2.9
75	Cc1ccc(Cl)cc1NC(=O)c1ccc(CN(c2ccccc2)S(C)(=O)=O)cc1	0.6
76	Cc1cc(C)cc(OCC(=O)Nc2ccc(C)cc2Br)c1	0.4
77	CCOC(=O)C1=C(O)/C(=C/c2cccnc2)SC1=Nc1ccc(Cl)cc1	9.3
78	O=C(NCCCO)C(=O)Nc1nc(C23CC4CC(CC(C4)C2)C3)cs1	-3.5
79	CCOC(=O)c1c(N(C(C)=O)C(C)=O)sc(=S)n1-c1ccccc1	5.6
80	O=C(COc1ccc2ccccc2c1)NNC(=O)c1ccc(Cl)cc1	-2.2
81	O=C(Nc1ccc2c(c1)OCCO2)c1ccc(Br)o1	4.5
82	CC1(C)CC(=O)c2cnc(NC(=O)C3CCCC3)nc2C1	-30.1
83	COc1ccc(Nc2nc(NNc3cccc(C(F)(F)F)c3)nc(C)c2[N+](=O)[O-])cc1	-40.5
84	CCc1c(C)nc2ccc(C(=O)O)cc2c1Cl	9.1

Ordered by molecular weight (high to low): some entries from above
no.	SMILES	VHR inh color
75	Cc1ccc(Cl)cc1NC(=O)c1ccc(CN(c2ccccc2)S(C)(=O)=O)cc1	0.6
78	O=C(NCCCO)C(=O)Nc1nc(C23CC4CC(CC(C4)C2)C3)cs1	-3.5
76	Cc1cc(C)cc(OCC(=O)Nc2ccc(C)cc2Br)c1	0.4
81	O=C(Nc1ccc2c(c1)OCCO2)c1ccc(Br)o1	4.5

(listing goes on)
no.	SMILES	VHR inh color
85	COc1cc(/C=C2/C(=N)N3N=C(C(C)C)SC3=NC2=O)cc(Cl)c1OCCOc1ccccc1	4.0
86	CSc1ccc(Cl)c(C(=O)Nc2ccc(Cl)cn2)c1	-6.6
87	NNS(=O)(=O)c1ccc2c(c1)Cc1cc(S(=O)(=O)NN)ccc1-2	12.8
88	CCOC(=O)c1ccc2c(c1)C1C=CCC1C(c1ccc(Br)cc1)N2 (stereo not drawn)	-21.6
89	O=C(O)CN(c1cccc(Br)c1)S(=O)(=O)c1ccccc1	-11.5
90	Cc1ccc(S(=O)(=O)Nc2ccc(S(=O)(=O)NC(=O)C3CCCCC3)cc2)cc1	-21.5
91	COc1ccccc1N1CCN(/N=C\c2cccc(Cl)c2)CC1	-7.0
92	COc1ccc(OC)c(COc2ccc(-c3nc4sc5c(c4c(=O)[nH]3)CCCC5)cc2)c1	-13.1
93	COc1ccccc1N1CCN(/N=C\c2ccccc2C(F)(F)F)CC1	6.5
94	O=C(Nc1cccc(Cl)c1Cl)c1ccc(CN2CCOCC2)cc1	-82.7
95	CCOC(=O)COc1ccc(/C=C2\C(=O)NC(=O)N(c3cc(C)cc(C)c3)C2=O)cc1OC	4.5
96	CCOc1ccccc1NC(=O)CN(c1ccc(Oc2ccccc2)cc1)S(C)(=O)=O	-28.0

More entries follow:
no.	SMILES	VHR inh color
97	O=C(c1ccc(Br)o1)N1CCc2ccccc21	7.7
98	CCCCOc1ccc(NC(=O)CSc2nnnn2-c2ccccc2)cc1	-28.0
99	CC(=O)Nc1ccccc1NC(=O)c1cccc([N+](=O)[O-])c1C	-7.8
100	COc1ccccc1N1CCN(C(=O)c2nn3c(c2Cl)NC(c2ccc(Br)cc2)CC3C(F)(F)F)CC1 (stereo not drawn)	-6.4
101	CCOc1cccc(C(=O)Nc2nnc(-c3ccco3)s2)c1	7.8
102	C=C1CC2C(CCC3(C)C2CCC3(O)C(C)=O)C2(C)CCC(=O)C=C12 (stereo not drawn)	10.5
103	Clc1ccccc1COc1cccc(/C=N/Nc2nc(N3CCOCC3)nc(N3CCOCC3)n2)c1	-18.5
104	O=S(=O)(Nc1ccc(N2CCOCC2)cc1)c1ccc(Cl)cc1	18.0
105	COc1ccc(Br)cc1/C=C/C(=O)Nc1cccc(NC(=O)c2ccccc2Cl)c1	-8.0
106	CN1CCN(S(=O)(=O)c2ccc(C(C)(C)C)cc2)CC1	-14.5
107	COc1ccc(N(CC(=O)Nc2ccccc2Cl)S(C)(=O)=O)c(OC)c1	-3.4
108	COc1ccc(C2C(C#N)=C(N)Oc3c2sc2ccccc32)c(OC)c1 (stereo not drawn)	15.3

Source: PubChem BioAssay

Some of the compounds tested (hit frequency here may not be typical).
